H37Rv inhibition – M. tuberculosis growth inhibition, HTS (AID 449762) | inhibition, % at 25 µM; hits with a dose series show IC50 in µM | M. tuberculosis H37Rv growth inhibition, 7H9 media; higher % means a stronger effect | 330,000 tested, 0.59% active; in the data active means a potency from the dose series; inconclusive means inhibition above about 70% without an active follow-up result;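 further: bacterial growth assessed after seven days of incubation; strong numbers were not always called active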
tuberculosis growth – growth inhibition of non-replicating M. tuberculosis (AID 488890). Mycobacterium tuberculosis non-replicating, growth inhibition; higher % means a stronger effect. one-dose inhibition, % at 25 µM; IC50 in µM for titrated hits. 320,000 tested, 0.39% active; in the data active means a potency from the dose series; inconclusive means inhibition mostly from about 82% at the one dose, without a potency; inactive means the rest, 99 in 100 with inhibition below about 76%;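 further: plate controls were DMSO cells for no effect and high antibiotic wells for full effect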
PhoP GFP inhibition – PhoP regulon inhibitors, Salmonella typhi PhoP promoter GFP reporter, confirmatory (AID 1850). Salmonella Typhi PhoP-promoter GFP reporter, fluorescence, 4 h; higher % means a stronger effect. inhibition, % at 50 µM; hits with a dose series show IC50 in µM. 310,000 tested, 0.33% active; in the data active means a potency from the dose series; inconclusive means inhibition mostly from about 25% at the one dose, without a potency; inactive means the rest, 99 in 100 with inhibition below about 19%;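 further: 0% = induced wells with vehicle and 100% = uninduced wells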
H1N1 NS1A inhibition – H1N1 influenza NS1A inhibitors, functional cell based assay (AID 504329); NS1A functional cell-based assay, percent inhibition; higher % means a stronger effect; 340,000 tested, 0.3% active; inhibition, % at 12.5 µM, or IC50 in µM where a hit was titrated; in the data active means a potency from the dose series; inconclusive means inhibition above about 27% without an active follow-up result; further: strong numbers were not always called active
VEEV TC-83 Vero – inhibitors of VEEV TC-83 cytopathic effect, confirmation, Vero cells (AID 588727); Vero cells, VEEV TC-83 cytopathic effect inhibition; higher % means a stronger effect; 350,000 tested, 0.13% active; inhibition, % at 20 µM; hits with a dose series show IC50 in µM; in the data active means a potency from the dose series; inconclusive means inhibition mostly from about 14% at the one dose, without a potency; inactive means the rest, 99 in 100 with inhibition below about 12%; further: strong numbers were not always called active
VEEV TC-83 Vero 10K pilot screen – recorded beside VEEV TC-83 Vero, whose call it bears; inhibition, %; measured here: 10K pilot screen inhibition
Numbers without * were called inactive; i = inactive; ? = inconclusive; · = no result given.

A first look (2 entries):
SMILES	H37Rv inhibition	tuberculosis growth	PhoP GFP inhibition	H1N1 NS1A inhibition	VEEV TC-83 Vero	others
CCn1cc(/C=N/NS(=O)(=O)c2ccc(C)cc2)c(C)n1	-3%	-9%	3%	-15%	0.5%
CC(C)(C)c1cc(C(=O)N/N=C/c2cc3c(cc2Br)OCO3)n[nH]1	-1%	21%	-27%	3%	2.9%

All compounds of this part (from the top)
SMILES	H37Rv inhibition	tuberculosis growth	PhoP GFP inhibition	H1N1 NS1A inhibition	VEEV TC-83 Vero	others
CCn1cc(/C=N/NS(=O)(=O)c2ccc(C)cc2)c(C)n1	-3%	-9%	3%	-15%	0.5%
CC(C)(C)c1cc(C(=O)N/N=C/c2cc3c(cc2Br)OCO3)n[nH]1	-1%	21%	-27%	3%	2.9%
Cc1cnc(C(=O)OCc2ccc(COC(=O)c3cnc(C)cn3)cc2)cn1	0%	43%	-10%	-4%	i
COc1cccc(NC(=O)c2ccc(NS(=O)(=O)c3cccs3)cc2)c1	·	·	·	-4%	11%
Cc1ccc(NC(=O)c2c(C(F)(F)F)nn(C)c2Cl)cc1C	-1%	8%	0%	1%	i
Cc1ccccc1-c1nnc(Cc2ccccc2)o1	2%	?	6%	-7%	0.6%
COC(=O)c1sc(NC(=O)CSc2n[nH]c(N)n2)c(C(=O)OC)c1C	6%	17%	-12%	5%	1.3%
CCN(C(=O)Oc1ccccc1)c1ccc(C(O)(C(=O)OC)C(F)(F)F)cc1 (stereo not drawn)	6%	-11%	-3%	2%	0.1%
O=C(c1cc(-c2ccc(O)cc2)on1)N1CCCc2ccccc21	13%	64%	-6%	-6%	9.6%
COC(=O)Cc1ccc(OC(=O)CCS(=O)(=O)c2ccc(Cl)cc2)cc1	7%	?	-7%	-13%	0.7%
COC(=O)c1cc(OC)c(OC)cc1NC(=S)N1CCN(C/C=C/c2ccccc2)CC1	39%	-5%	-3%	2%	i	VEEV TC-83 Vero 10K pilot screen=1.2
COc1cc(NC(=O)COn2nnc3ccc(S(C)(=O)=O)cc32)cc(OC)c1	-5%	2%	4%	-3%	i
O=C(NCN1CCc2ccccc2C1)c1cnccn1	-8%	8%	21%	1%	0.4%
CCOc1ccc(C2NC(=O)NC(C)=C2C(=O)OC)cc1C (stereo not drawn)	5%	-1%	-5%	-5%	1.7%
CCOc1ccc(NC(=O)CN(Cc2ccccc2)S(C)(=O)=O)cc1	-3%	2%	-4%	-16%	0.0%
O=c1[nH]c(=O)n(Cc2ccco2)c(O)c1/C=N/N1CCCCC1	2%	·	5%	-6%	i
Cc1ccc(CNC(=S)N2CCOCC2)cc1	-2%	-4%	-5%	-10%	2.3%
C/C(=N\NC(=O)CNc1cccc(Cl)c1C)C1CC1	-5%	·	5%	-11%	0.7%
CN(C)CCCN(C(=O)c1cc(-c2cccs2)nc2ccccc12)c1nc2ccc(F)cc2s1	41µM*	40%	-12%	16%	21%
OCCC1CN(Cc2cccc3c2OCO3)CCN1Cc1ccccc1 (stereo not drawn)	0%	-3%	3%	3%	2.9%	VEEV TC-83 Vero 10K pilot screen=0.1
CS(=O)(=O)c1ccc2nc(NC(=O)c3ccc(N4CCCC4=O)cc3)sc2c1	0%	-4%	10%	14%	1.0%
O=C(O)C1CCCCC1C(=O)Nc1ccc2c(c1)OCO2 (stereo not drawn)	1%	-5%	13%	0%	1.0%
CCOC(=O)c1sc(Nc2nc(C)cc(C)n2)nc1C	51%	20%	-7%	-18%	2.9%
COc1cccc(NC(=O)CN(C)C(=O)c2cc3c(s2)CCCCC3)c1	9%	21%	·	-8%	3.6%
CC(C)CN(C(=O)c1cccc(Cl)c1)c1c(N)n(Cc2ccccc2)c(=O)[nH]c1=O	-4%	20%	·	0%	1.0%
Cc1ccc(NC(=S)NC(NC(=O)c2ccccc2)C(Cl)(Cl)Cl)c(C)c1 (stereo not drawn)	34%	71%	-4%	1%	i	VEEV TC-83 Vero 10K pilot screen=0.0
CCN1CCN(S(=O)(=O)c2ccc(Cl)c(C(=O)N(C)Cc3ccco3)c2)CC1	·	·	·	-9%	1.2%
O=C(NCC(=O)N1CCOCC1)c1ccc(Br)o1	-2%	3%	3%	2%	i
Nc1ccc(N2CCN(CCCCN3C(=O)C4CCCN4C3=O)CC2)cc1 (stereo not drawn)	1%	-4%	-2%	44%	0.2%
C/C(=N\NC(=O)Cc1cccn1C)c1ccco1	-6%	-20%	-13%	-10%	1.8%
CCOC(=O)Cc1csc(NC(=O)/C=C/c2ccco2)n1	5%	17%	17%	-15%	2.1%
Cc1c(C(=O)OCC(=O)N2CC(C)CC(C)C2)oc2ccccc12 (stereo not drawn)	?	77%	2%	-7%	3.1%
Cc1ccc(-c2nc(C=Nc3ccccc3)c(O)o2)cc1	6%	-2%	-3%	-3%	1.3%
COc1ccc(OC)c(NC(=O)COC(=O)[C@H](Cc2ccccc2)NC(=O)c2ccco2)c1	-1%	-4%	·	-4%	2.4%
CCN=C1NN=C(c2cc(C)n(CCc3ccccc3)c2C)CS1	·	·	·	-3%	i
COCCN1C(=O)N[C@@H](c2cccc(C(F)(F)F)c2)[C@H](C(C)=O)[C@H]1C	0%	2%	10%	-5%	0.2%
Cc1nnc(SCC(=O)Nc2nc(-c3ccc(F)cc3)cs2)[nH]c1=O	48%	76%	12%	2%	1.3%
Cc1ccc(C[n+]2cc(-c3ccc(Cl)cc3)n3c2CCC3)cc1	0%	48%	8%	·	i
COC(=O)C1=C(c2ccc3ccccc3c2)C[C@@H]2CC[C@H]1N2C(=O)NCc1ccc(F)cc1	-5%	13%	·	13%	3.6%
CC1CCCCN1S(=O)(=O)c1ccc2c(c1)CCN2C(=O)C1CCC1 (stereo not drawn)	4%	23%	-8%	17%	1.8%	VEEV TC-83 Vero 10K pilot screen=0.5
CCOC(=O)C1(C)C=C(Nc2ccc(C)cc2)C(=O)N1c1ccc(C)cc1 (stereo not drawn)	0%	-5%	11%	-1%	1.2%
CC(C)C(=O)Nc1ccc(-c2nc3cccnc3o2)cc1	3%	10%	4%	6%	10%
COc1nc(Nc2ccc3c(c2)OCO3)nc(OC)n1	-1%	·	·	31%	7.2%
Cc1oc(-c2cccc(F)c2)nc1CN(Cc1ccccc1)C[C@@H]1CCC(=O)N1	10%	2%	-1%	-2%	1.6%
COCc1cc(=O)[nH]c(Nc2nc3ccc(C)cc3o2)n1	?	·	6%	16µM*	12%
Nn1c(SC/C=C/c2ccccc2)nnc1-c1ccncc1	2%	29%	-12%	-1%	0.3%
NNC(=O)c1cccc(COCC(F)(F)C(F)F)c1	-4%	-8%	6%	-4%	3.4%
CCOc1ccc(CCNC(=O)COC(=O)c2ccc[nH]c2=O)cc1OCC	-8%	-3%	·	-8%	0.8%
CCN1CCN(S(=O)(=O)c2ccc(Cl)c(C(=O)NC3CCCC3)c2)CC1	-4%	-11%	0%	-4%	2.0%
CCOc1ccccc1NC(=O)C(OC(=O)c1ccc(O)cc1)c1ccccc1 (stereo not drawn)	17%	36%	-3%	9%	9.2%
CNc1nnc(-c2ccc(C)cc2)c2ccccc12	6%	6%	9%	5%	6.8%
CCCCNC(=S)NNC(=O)C12CC3CC(CC(C3)C1)C2	17%	?	-2%	-6%	0.7%
CC(=O)c1ccc(NC(=O)CCC(=O)N2CC(C)Oc3ccc(C)cc32)cc1 (stereo not drawn)	-3%	0%	-8%	7%	0.4%
O=C(O)c1ccc2c(c1)OCCOCCOCCOCCOCCO2	-3%	4%	-9%	20%	2.2%
O=C(Nc1cccnc1)c1ccc2c(c1)C(=O)N(Cc1cccnc1)C2=O	0%	-12%	2%	-5%	0.8%
Cc1ccc2c(c1)NC(=O)[C@@]1(C)[C@@H](c3ccccc3)[C@H]3COc4ccccc4[C@@H]3N1C2=O	?	74%	-4%	9%	0.6%
CC(OC(=O)Cc1c(F)cccc1Cl)C(=O)NC1(C#N)CCCCC1 (stereo not drawn)	0%	-23%	12%	-6%	2.2%
CCN(CC)CCN(C)c1ccc(N2C(=O)C3CC=CCC3C2=O)cc1[N+](=O)[O-] (stereo not drawn)	-3%	-11%	-13%	1%	0.2%
Cc1ccccc1-n1cc(CNCc2c(C(=O)N(C)C)nc3ccc(Cl)cn23)cn1	2%	6%	-16%	-13%	1.6%
CCOc1ccc(CN2CCCC(C(=O)c3ccccc3OC)C2)cc1 (stereo not drawn)	14%	1%	0%	4%	0.6%

The list goes on:
SMILES	H37Rv inhibition	tuberculosis growth	PhoP GFP inhibition	H1N1 NS1A inhibition	VEEV TC-83 Vero	others
NNC(=O)CN1CCN(c2ncc(C(F)(F)F)cc2Cl)CC1	-6%	6%	-6%	1%	2.0%
CC1=Nc2ccccc2N=C(NC(=O)c2ccccc2)C1c1ccc(Cl)cc1 (stereo not drawn)	8%	6%	-11%	-3%	7.0%
COc1ccccc1Sc1nc(-c2ccccn2)ncc1OC	?	79%	2%	14%	i
O=C(COC(=O)CCNS(=O)(=O)c1cccs1)Nc1cc(C(F)(F)F)ccc1Cl	3%	10%	·	-1%	0.3%
CC(=O)N1N=C(c2c(O)n(C)c(=O)n(C)c2=O)CC1c1ccccc1 (stereo not drawn)	-1%	74%	4%	-24%	2.2%
CC(=O)c1ccccc1NS(=O)(=O)c1c(C)nn(-c2ccccc2)c1C	-12%	12%	9%	1%	0.4%	VEEV TC-83 Vero 10K pilot screen=0.2
COc1cc(OC)cc(C(=O)NCCNC(=O)c2ccccn2)c1	-5%	-11%	-1%	3%	0.1%
COc1ccc(C2=NS(=O)(=O)N(C)C(C(=O)NCc3ccc4c(c3)OCO4)=C2)cc1	2%	20%	-4%	-2%	3.0%
O=C(Nc1cc(S(=O)(=O)N2CCOCC2)ccc1N1CCCC1)c1ccc(Cl)cc1	·	·	·	10%	1.2%
Cc1ccccc1N1CCN(S(=O)(=O)c2nnc(NC(=O)c3ccco3)s2)CC1	1%	8%	5%	-10%	0.1%
COP(=O)(OC)C(NC(=O)c1ccc(C)cc1)C(Cl)(Cl)Cl (stereo not drawn)	2%	68%	10%	-4%	1.3%
Nc1nc(N2CCN(C(=O)c3ccco3)CC2)nc2ccc(Br)cc12	24%	52%	21%	-4%	12%
COc1ccc(CCN(C)Cc2c(O)ccc3cc(Br)ccc23)cc1OC	64%	?	-4%	-4%	i
CCCCN1C[C@H](Cc2ccccc2)[C@@H](CC(=O)NCc2ccc(OC)cc2)C1=O	-1%	9%	-1%	3%	0.6%
CC(C)CN(C1CCS(=O)(=O)C1)S(=O)(=O)c1ccc2ccccc2c1 (stereo not drawn)	4%	-9%	9%	-7%	1.8%
Clc1cccc(-c2ccc(C=Nc3ccc(N4CCOCC4)cc3)o2)c1	-5%	?	4%	-1%	0.9%
Cn1c(SCC(=O)c2ccccc2)ncc(C(=O)Nc2ccccc2)c1=O	18%	3%	8%	-11%	12%
Cc1cn(S(=O)(=O)c2ccccc2[N+](=O)[O-])cn1	-3%	-11%	0%	-4%	1.0%
CN1CCN(c2nc3c(c(=O)[nH]c(=O)n3C)n2Cc2ccc([N+](=O)[O-])cc2)CC1	-3%	-5%	2%	14%	i
CCS(=O)(=O)c1ncc(Cl)c(C(=O)Nc2ccc(S(=O)(=O)N3CCCC(C)C3)cc2)n1 (stereo not drawn)	5%	·	-7%	0%	?
COc1cc(/C=C2\CC/C(=C\c3ccc(OCCO)c(OC)c3)C2=O)ccc1OCCO	9%	60%	-9%	7%	1.2%
CC(C)NC(=O)c1ccc(-c2cccc(C(F)(F)F)c2)o1	9%	1%	-12%	-3%	0.1%
CC(O)CNc1nc(Cl)c(C#N)s1 (stereo not drawn)	6%	7%	-6%	-3%	0.5%
COC(=O)c1cc2c(C)nn(C)c2s1	-1%	-9%	-4%	0%	1.1%
CC(=O)Nc1ccc(NC(=O)c2ccc(NS(=O)(=O)c3cc(C(C)(C)C)cc(C)c3C)cc2)cc1	-3%	-8%	-10%	2%	1.5%

Ordered by count of non-hydrogen atoms (ascending): 6 of the compounds above
SMILES	H37Rv inhibition	tuberculosis growth	PhoP GFP inhibition	H1N1 NS1A inhibition	VEEV TC-83 Vero	others
CC(O)CNc1nc(Cl)c(C#N)s1 (stereo not drawn)	6%	7%	-6%	-3%	0.5%
COC(=O)c1cc2c(C)nn(C)c2s1	-1%	-9%	-4%	0%	1.1%
Cc1cn(S(=O)(=O)c2ccccc2[N+](=O)[O-])cn1	-3%	-11%	0%	-4%	1.0%
Clc1cccc(-c2ccc(C=Nc3ccc(N4CCOCC4)cc3)o2)c1	-5%	?	4%	-1%	0.9%
CCS(=O)(=O)c1ncc(Cl)c(C(=O)Nc2ccc(S(=O)(=O)N3CCCC(C)C3)cc2)n1 (stereo not drawn)	5%	·	-7%	0%	?
CC(=O)Nc1ccc(NC(=O)c2ccc(NS(=O)(=O)c3cc(C(C)(C)C)cc(C)c3C)cc2)cc1	-3%	-8%	-10%	2%	1.5%

Screening data deposited in PubChem by Southern Research Specialized Biocontainment Screening Center.
